rTrxR1 inhibitor – inhibitors of rat thioredoxin reductase 1. O89049. actives 1% (n = 390,000). AID 588453. recombinant rTrxR1, NADPH fluorescence consumption, selenite substrate. Potency, µM (titrated, usually from 114 µM), for inactives: at the top dose activity change, negative = inhibition, hits mostly inhibitors; also: potency is read from the fitted curve at half-maximal effect; % is scaled to controls: 0 for no effect and ±100 for the full control effect; nearly all actives have a fitted effect of over 65% in size
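Rat TrxR1 (90 nM in the dispensed reagent) was pre-reduced with 400 uM NADPH for 5 min at room temperature, then incubated with compound for 15 min. After 400 uM selenite was added, NADPH fluorescence (Ex 340/Em 450 nm) was followed for 8 min.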
USP1 inh – blocks the human USP1/UAF1 deubiquitinase complex; O94782; recombinant USP1/UAF1, Ub-Rhodamine cleavage fluorescence; Potency, µM (doses to about 57.1 µM), without a hit: top-dose activity change, negative = inhibition, actives largely listed as inhibitors; actives 0.23% (n = 390,000); AID 743255; also: potency is read from the fitted curve at half-maximal effect; % is scaled to controls: 0 for no effect and ±100 for the full control effect; nearly all actives have a fitted effect of over 60% in size; inactives centre near -12
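In this screen, compounds sit with the deubiquitinase complex (1nM) for 15 min at room temperature before Ub-Rho is added at 150nM final. Fluorescence rise is then followed for 6 reads every 60 seconds.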
TrxR1 substrate – rat thioredoxin reductase 1 substrate activity; actives 0.01% (n = 390,000); AID 588456; O89049; Potency, µM (highest dose often 114 µM), inactives show at the highest dose activity change, negative = substrate turnover; purified TrxR1 substrate turnover, NADPH consumption readout; also: potency is read from the fitted curve at half-maximal effect; % is scaled to controls: 0 for no effect and ±100 for the full control effect; nearly all actives have a fitted effect of over 50% in size
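Rat TrxR1, dispensed at 90 nM, was prereduced with 400 uM NADPH (final) for 5 min at ~22 deg C, then incubated with compound 15 min before 400 uM selenite. A first-read NADPH fluorescence drop versus no-compound background flagged substrates.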
Pin1 inhibitor – inhibitors of human Pin1 | actives 0.009% (n = 390,000) | Potency, µM (doses to about 115 µM), for inactives: at the highest dose activity, negative = inhibition, usual class: inhibitors | Pin1 FP peptide displacement, HiFluor488, 10 min | AID 504891; active = well fitted inhibition curve with a large enough effect in the polarisation, with a control signal flat, not every such curve was filed as active; inconclusive = small, poorly fitted or top-dose-only effect, or effect the other way, or a change in a side signal; inactive = no such curve, though single readings can be large or run the other way; the % refers to the polarisation; also: potency is read from the fitted curve at half-maximal effect; % is scaled to controls: 0 for no effect and ±100 for the full control effect
Target sequence (Q13526 whole entry, looked up): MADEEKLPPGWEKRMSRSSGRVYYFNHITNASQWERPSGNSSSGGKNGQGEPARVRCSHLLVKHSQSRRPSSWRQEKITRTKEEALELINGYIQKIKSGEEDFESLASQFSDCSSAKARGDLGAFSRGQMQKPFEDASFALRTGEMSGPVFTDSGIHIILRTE
TRHR agonist – activates the human TRH receptor; P34981; TRHR cells, calcium flux fluo-8, FDSS agonist mode; activation, % at 2 µM; actives 0.18% (n = 360,000); AID 493084; in the data active = activation above about 30%; also: 0% is about no effect
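In this calcium-flux screen, cells bearing human TRHR are dye-loaded with fluo-8, baselined for 10 cycles, then exposed to library compounds; positive kinetic calcium responses during the agonist phase mark hits, with TRH as control.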
D2 antagonist – D2 dopamine receptor (human) antagonism | AID 485344 | actives 2% (n = 340,000) | inhibition, % at 10 µM | HEK293 TREx D2 cells, calcium flux, dopamine EC80; in the data active = inhibition above about 30%; also: 0% is about no effect
Target sequence (P14416 whole entry, looked up): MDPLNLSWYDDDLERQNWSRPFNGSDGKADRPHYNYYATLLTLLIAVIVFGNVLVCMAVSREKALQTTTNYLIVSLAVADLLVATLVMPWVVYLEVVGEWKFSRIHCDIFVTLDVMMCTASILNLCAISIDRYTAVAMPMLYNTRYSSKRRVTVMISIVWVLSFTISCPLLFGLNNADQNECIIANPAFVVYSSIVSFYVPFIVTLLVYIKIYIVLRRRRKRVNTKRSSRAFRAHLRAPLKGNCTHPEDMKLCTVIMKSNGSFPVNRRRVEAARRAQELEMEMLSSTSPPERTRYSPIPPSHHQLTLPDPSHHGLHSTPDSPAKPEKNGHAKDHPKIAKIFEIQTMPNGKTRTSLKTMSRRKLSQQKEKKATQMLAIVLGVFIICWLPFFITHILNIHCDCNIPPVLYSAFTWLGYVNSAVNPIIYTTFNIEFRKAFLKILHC
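Dopamine at EC80 is the agonist stimulus; test compounds precede it by 180 s. Calcium flux read kinetically in a force-coupled, inducible HEK293 T-REx D2 cell line.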
IDH1 R132H inh – inhibitors of human mutant IDH1 R132H; IDH1-R132H enzyme, NADPH consumption, diaphorase/resazurin fluorescence; O75874; Potency, µM (top dose mostly 76.6 µM), for the others: at the highest dose activity change, negative = inhibition, most hits filed as inhibitors; actives 0.093% (n = 390,000); also: potency is read from the fitted curve at half-maximal effect; % is scaled to controls: 0 for no effect and ±100 for the full control effect; nearly all actives have a fitted effect of over 65% in size
Target sequence (O75874 whole entry R132H, stated change not applied): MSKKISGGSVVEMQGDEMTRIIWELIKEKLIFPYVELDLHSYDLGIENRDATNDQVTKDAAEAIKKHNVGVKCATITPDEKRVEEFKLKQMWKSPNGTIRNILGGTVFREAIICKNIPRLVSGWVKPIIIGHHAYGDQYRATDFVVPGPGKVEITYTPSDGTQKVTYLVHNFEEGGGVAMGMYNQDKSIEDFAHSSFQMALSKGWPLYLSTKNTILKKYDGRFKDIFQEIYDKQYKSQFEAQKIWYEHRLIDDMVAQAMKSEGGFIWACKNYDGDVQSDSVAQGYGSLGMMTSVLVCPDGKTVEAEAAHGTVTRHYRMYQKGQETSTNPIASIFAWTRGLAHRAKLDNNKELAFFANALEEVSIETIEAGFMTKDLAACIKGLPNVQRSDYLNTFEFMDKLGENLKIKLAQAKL
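IDH1-R132H (0.5 ug/mL dispensed) in pH 7.5 Tris buffer was preincubated 30 min with compound, then given a substrate mix of 0.016 mM NADPH and 2 mM alpha-KG for 80 min at room temperature; remaining NADPH was read by diaphorase/resazurin fluorescence.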
D2 agonist – activates the human D2 dopamine receptor; actives 0.53% (n = 340,000); P14416; AID 485358; HEK293 T-REx D2 cells, calcium flux agonist mode; activation, % at 2 µM;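 active = activation over 3 SD above normal in the single-dose calcium agonist read, cut at about 30% in these data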; also: 0% is about no effect
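Tetracycline-induced HEK293 T-REx cells with force-coupled D2 receptor, plated overnight at 30 C, loaded with no-wash calcium dye. After a 10 s baseline, compound was pin-added and calcium flux read kinetically for 180 s; calcium rises flagged agonists.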
TRHR PAM – allosteric enhancers of human TRH receptor | P34981 | TRHR cells, fluo-8 calcium fluorescence, EC20 TRH enhancement | enhancement, % at 2 µM | actives 0.66% (n = 360,000); in the data active = enhancement above about 30%; also: 0% is about no effect
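TRHR-expressing cells loaded with fluo-8 calcium dye were read kinetically (ex 480/em 530) during compound addition, then stimulated with an EC20 of TRH (10 nM final). Enhancement of the Gq-mediated intracellular calcium response was scored.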
An asterisk follows results filed as active; ? = inconclusive; . = not tested or not shown; & = joins results of further samples; [ ] = another dose, or the depositor's remark. Unless noted, calls follow the shape of the dose curve; as a rule, active = well fitted inhibition curve with a large enough effect; inconclusive = small, poorly fitted or top-dose-only effect; inactive = no such curve, though single readings can be large or run the other way. The list is partial (hit frequency here may not be typical).

SMILES	rTrxR1 inhibitor	USP1 inh	TrxR1 substrate	Pin1 inhibitor	TRHR agonist	D2 antagonist	IDH1 R132H inh	D2 agonist	TRHR PAM
CCN(CC)c1ccc(NC(=O)c2nc3nc(C)cc(C(F)F)n3n2)cc1	15%[57.1 µM]	-22%	9%[57.1 µM]	0%	-0.5	5	0%	-0.4	19
C#CCOCCOCCOCCNc1nc(N2CCOCC2)nc(N2CCN(C(=O)[C@H]([C@@H](C)CC)n3cc([C@@H](N)CO)nn3)CC2)n1	6%	?	-1%	2%	-0.1	9	-6%	-0.3	3
COc1cccc(NC(=O)CN(C)C(=O)c2ccc(N3CCCCC3)c([N+](=O)[O-])c2)c1	25%	-22%	3%	-9%	-3.1	-6	5%	0.7	-3
Oc1ccc(Nc2nc(-c3cccs3)cs2)cc1	-10%	-14%	-5%	?	0.1	-10	-1%	0.0	4
COc1ccccc1CNC(=O)Nc1ccc2c(c1)N(C)C(=O)c1ccccc1S2	-8%	2%	0%	0%	0.6	.	-20%	0.7	3
O=C(c1ccc(CNc2c(N3CCCC3)c(=O)c2=O)cc1)N1CC=C(c2ccccc2)CC1	20%	-14%	-2%	9%	-0.2	-4	-3%	-0.5	-1
O=C1NC(=Nc2cccnc2)S/C1=C\c1cccc(F)c1	-1%[57.1 µM]	4%	-12%	65%[activator]	2.7	-5	5%	2.0	11
Clc1ccc(-c2ccc(CNCC3CCCO3)o2)cc1 (stereo not drawn)	-7%	-14%	5%	5%	-0.4	35*	1%	-1.7	15
COc1ccccc1CNC(=O)CSc1nc2nc(C)c(Cc3ccccc3Cl)c(C)n2n1	1%	-8%	0%	8%	-0.3	.	-12%	-0.1	0
COc1ccc(N2CCN(S(=O)(=O)/C=C/c3ccccc3)CC2)cc1	10%[57.1 µM]	-6%	-1%[57.1 µM]	0%	-1.1	1	-2%	-0.1	-3
Cc1ccc(NC(=O)CSc2n[nH]c(-c3ccncc3)n2)c(C)c1	2%	-4%	-3%	6%	0.1	4	-5%	-2.7	-2
Cc1ccc(-c2nc3c(c(SCC(=O)N4CCOCC4)n2)Cc2c(CO)cnc(C)c2O3)cc1	?	-20%	-18%	8%	0.0	7	-6%	0.2	-6
CC(=O)Oc1ccccc1/C=C/c1ccc2ccccc2[n+]1C	20µM*	-20%	-13%	-1%	0.5	-9	-5%	1.0	-6
c1ccc2c(c1)nc(NCc1ccc3c(c1)OCO3)n2CCN1CCOCC1	14%	-11%	0%	-16%	-0.6	-6	7%	0.1	5
CC(C)Oc1ccc(C(=O)N2CCCc3ccccc32)cc1	-6%	-8%	-9%	-9%	-1.3	.	17%	.	7

Marked active in rTrxR1 inhibitor, of those listed so far:
SMILES	rTrxR1 inhibitor	USP1 inh	TrxR1 substrate	Pin1 inhibitor	TRHR agonist	D2 antagonist	IDH1 R132H inh	TRHR PAM
CC(=O)Oc1ccccc1/C=C/c1ccc2ccccc2[n+]1C	20µM*	-20%	-13%	-1%	0.5	-9	-5%	-6

Next part.
SMILES	rTrxR1 inhibitor	USP1 inh	TrxR1 substrate	Pin1 inhibitor	TRHR agonist	D2 antagonist	IDH1 R132H inh	D2 agonist	TRHR PAM
COCCSc1nnc(NC(=O)C2CC(=O)N(c3ccc(OC)cc3)C2)s1 (stereo not drawn)	10%[57.1 µM]	-27%	-4%[57.1 µM]	0%	0.1	-8	0%	0.5	0
O=C(Nc1nnc(SCc2ccc(F)cc2)s1)c1ccc2ncsc2c1	11%	-3%	12%	13%	0.7	4	52µM*	-0.8	6
C=CCNC(=O)C(=O)N/N=C/c1cccc(Br)c1	5%	-18%	2%	-3%	-0.7	.	-10%	.	7
Cc1ccc(SCC(=O)NNC(=O)CNC(=O)c2ccccc2F)cc1	28%[57.1 µM]	-13%	11%[57.1 µM]	2%	.	.	5%	.	.
NC(=O)C1CC(=O)N(c2ccc(OCC(=O)Nc3ccc(Cl)cc3)cc2)C1 (stereo not drawn)	6%[57.1 µM]	1%	-14%	2%	0.0	-12	-4%	-0.3	6
CCOc1cccc(CC(=O)N2CCc3c([nH]c4ccccc34)C2c2ccc(Cl)cc2)c1OCC (stereo not drawn)	31%[57.1 µM]	-6%	2%[57.1 µM]	4%	0.3	.	-13%	1.4	0
CCC(C)NS(=O)(=O)c1ccc(NC(=O)CNCc2cccs2)cc1 (stereo not drawn)	?	-21%	-6%	0%	.	.	-3%	.	.
Cc1ccc(S(=O)(=O)N(C)C)cc1NC(=O)CCc1ccccc1	23%	-23%	3%	-5%	-0.9	14	4%	0.6	-7
COc1ccc(/C=N/N2C(=O)CSC2=S)cc1	?	?	4%	19%	1.0	-3	-2%	0.4	10
COc1cc(O)c2c(=O)c3c(O[C@H]4O[C@@H](CO)[C@H](O)[C@@H](O)[C@@H]4O)ccc(O)c3oc2c1	6%	-34%	-4%	?	.	.	-3%	.	.
COc1cc2c(cc1OC)CN(Cc1cc(=O)oc3c(C)c(C)ccc13)CC2	8%[57.1 µM]	-18%	4%	23%	-0.3	3	-2%	0.1	-13
N/C(COc1ccc(F)cc1)=N\NC(=O)c1cccnc1Oc1ccccc1	9%	2%	-5%	?	0.4	-6	9%	1.4	6
CCCCn1c(N)c(N(CC)C(=O)c2cc3c(s2)CCCCC3)c(=O)[nH]c1=O	-8%	-14%	-12%	5%	0.3	12	9%	-0.1	3
C/C(N)=C(/C#N)C(=O)CSc1nnc(SCc2ccc(Cl)cc2)s1	4%&-8%	-13%&1%	3%&-10%	13%&16%	-0.7	-13	-5%&6%	-0.9	6
COc1ccc(OC)c(C2=C[N+](=O)C(C)(C)C(C)(C)N2[O-])c1	4%[57.1 µM]	4%	1%[57.1 µM]	-5%	0.0	-4	-4%	0.9	8
N#C/C(=C\c1ccc(O)cc1)c1nc2ccccc2o1	-5%	-12%	-15%	?	5.6	13	6%	3.6	-3
CC(C)(C)c1ccc(C(=O)NCC(c2cccs2)S(=O)(=O)c2ccccc2)cc1 (stereo not drawn)	15%[57.1 µM]	-18%	0%[57.1 µM]	12%	-0.3	.	-1%	0.8	-5
CC1(CC(=O)NNC(=O)Nc2ccccc2)OCCCO1	9%[57.1 µM]	-13%	7%[57.1 µM]	-1%	-0.3	7	1%	-0.4	-4
COC(=O)Cc1n[nH]c(=O)c2ccccc12	17%	7%	9%	-3%	0.9	3	1%	1.3	1
COc1cc(NC(=O)Cn2cnc3sc(C)c(S(=O)(=O)N4CCN(C)CC4)c3c2=O)cc(OC)c1OC	9%	-7%	5%[2.29 µM]	3%	0.9&-0.4	15	24%	1.1&-1.7	8&11
Cc1ccc(OCCn2c(Br)nc3c2c(=O)n(C)c(=O)n3C)cc1	2%	-14%	-5%	-9%	1.2	-22	8%	0.4	1
Cc1[nH]nc(SCC(=O)N(C)c2ccccc2)c1[N+](=O)[O-]	12%	-15%	0%	5%	0.4	-12	2%	0.2	1
O=C(Nc1nnc(S(=O)(=O)N2CCCc3ccccc32)s1)c1ccccc1	34%[11.4 µM]	-13%	14%[11.4 µM]	-1%	-0.2	.	-5%	-1.4	2
O=C1CNC(=S)N1C1CCCCCC1	1%	-7%	0%	-1%	0.3	-9	-4%	-0.9	-1
CCCOc1cccc(/C=N/NC(=O)c2csc(C)c2C)c1	1%[57.1 µM]	-25%	6%[57.1 µM]	?	0.0	-18	3%	-0.9	9
O=C1Nc2ccccc2N(O)N1c1ccc(S(=O)(=O)N2CCOCC2)cc1	15%	-9%	4%	3%	-0.1	-11	3%	0.9	3
CC(=O)OC(C(=O)NC1CCCCC1)c1ccc(C#N)cc1 (stereo not drawn)	16%	-7%	1%	-4%	-0.3	-11	-3%	-0.6	2
Cc1ccc(NC(=O)CSCC(=O)N2CCN(C(=O)c3ccco3)CC2)cc1	8%	-20%	4%	-1%	-0.1	-5	8%	0.4	1
Cc1c(Cl)cccc1-c1ccc(/C=N/n2cnnc2)o1	-28%	8%	-3%	5%	-0.5	-4	1%	-0.1	5
CCCCN(C(=O)C(C)N1C(=O)c2ccccc2C1=O)c1c(N)n(CCCC)c(=O)[nH]c1=O (stereo not drawn)	20%	-2%	2%	2%	0.8	-5	-3%	0.8	2

Some of the entries so far, with bars between the fields.
mol | rTrxR1 inhibitor | USP1 inh | TrxR1 substrate | Pin1 inhibitor | TRHR agonist | D2 antagonist | IDH1 R132H inh | D2 agonist | TRHR PAM
CCN(CC)c1ccc(NC(=O)c2nc3nc(C)cc(C(F)F)n3n2)cc1 | 15%[57.1 µM] | -22% | 9%[57.1 µM] | 0% | -0.5 | 5 | 0% | -0.4 | 19
C#CCOCCOCCOCCNc1nc(N2CCOCC2)nc(N2CCN(C(=O)[C@H]([C@@H](C)CC)n3cc([C@@H](N)CO)nn3)CC2)n1 | 6% | ? | -1% | 2% | -0.1 | 9 | -6% | -0.3 | 3
COc1cccc(NC(=O)CN(C)C(=O)c2ccc(N3CCCCC3)c([N+](=O)[O-])c2)c1 | 25% | -22% | 3% | -9% | -3.1 | -6 | 5% | 0.7 | -3
Oc1ccc(Nc2nc(-c3cccs3)cs2)cc1 | -10% | -14% | -5% | ? | 0.1 | -10 | -1% | 0.0 | 4
COc1ccccc1CNC(=O)Nc1ccc2c(c1)N(C)C(=O)c1ccccc1S2 | -8% | 2% | 0% | 0% | 0.6 | . | -20% | 0.7 | 3
O=C(c1ccc(CNc2c(N3CCCC3)c(=O)c2=O)cc1)N1CC=C(c2ccccc2)CC1 | 20% | -14% | -2% | 9% | -0.2 | -4 | -3% | -0.5 | -1
O=C1NC(=Nc2cccnc2)S/C1=C\c1cccc(F)c1 | -1%[57.1 µM] | 4% | -12% | 65%[activator] | 2.7 | -5 | 5% | 2.0 | 11
Clc1ccc(-c2ccc(CNCC3CCCO3)o2)cc1 (stereo not drawn) | -7% | -14% | 5% | 5% | -0.4 | 35* | 1% | -1.7 | 15
COc1ccccc1CNC(=O)CSc1nc2nc(C)c(Cc3ccccc3Cl)c(C)n2n1 | 1% | -8% | 0% | 8% | -0.3 | . | -12% | -0.1 | 0
COc1ccc(N2CCN(S(=O)(=O)/C=C/c3ccccc3)CC2)cc1 | 10%[57.1 µM] | -6% | -1%[57.1 µM] | 0% | -1.1 | 1 | -2% | -0.1 | -3

Assay outcomes (PubChem)
